High-throughput results deposited in PubChem by National Center for Advancing Translational Sciences (NCATS).
Lipid storage S3 – qHTS Assay for Lipid Storage Modulators in Drosophila S3 Cells; Drosophila S3 cells, BODIPY lipid droplet fluorescence, 18-24 h; cells fed with added oleic acid; Potency in µM for hits, for the others lipid storage change, negative = inhibition, % at the top dose, mostly 46.1 µM; hit rate 0.64% among 320,000; AID 2685; active = well fitted inhibition curve with a large enough effect in the signal ratio, with a control signal flat, not every such curve was filed as active; inconclusive = small, poorly fitted or top-dose-only effect, or effect the other way, or a change in a side signal; the % refers to the signal ratio
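Laser-scanning cytometry quantifies lipid droplet accumulation (500–530 nm total intensity; droplet/cell object ratio) in oleic acid-fed (400 uM added) Drosophila S3 cells treated with a concentration series. 20 uM Triacsin C defined 100% inhibition.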
Lipid storage S3 cell count max – second read-out of Lipid storage S3, no call of its own (marks repeat the call); cell number change, %; measured here: cell count max response;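 cells counted by Cell Tracker Red CMTPX staining in the red channel; peak over a dose series mostly up to 46.1 µM; percent activity relative to internal control wells on each plate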
Numbers without * were called inactive; i = inactive; ? = inconclusive; / = no result given. % is scaled to controls: 0 for no effect and ±100 for the full control effect; potency is read from the fitted curve at half-maximal effect.

cpd	Molecule	Lipid storage S3	Lipid storage S3 cell count max
1	CN(c1ccc(C(=O)NCc2ccc3c(c2)OCO3)cc1)S(C)(=O)=O	i	/
2	C[C@H](NC(N)=O)C(=O)Nc1ccc(N2CCOCC2)c(S(=O)(=O)Nc2ccc(Cl)cc2)c1	7%	-12
3	CCOC(=O)C1=C(CN2CCN(C(=O)OCC)CC2)NC(=O)NC1c1ccc2c(c1)OCO2 (centres undefined)	?	/
4	Cn1c(CNC(=O)c2ccco2)nnc1SCCOc1ccccc1	?	/
5	Cc1nn(C)cc1CN(C)Cc1ccc(OCC(O)CN2CCCCC2)cc1 (centres undefined)	?	/
6	Cc1noc(C)c1C(=O)Nc1ccccc1N1CCOCC1	-6%	-12
7	Cc1ccc(Cn2cccc(-c3nc4ccccc4s3)c2=O)cc1	i	/
8	O=C(CSc1ccc2c(c1)OCCO2)Nc1ccc(Br)cn1	?	/
9	CCOC(=O)c1cc2occc2n1Cc1c(F)cccc1Cl	i	-11
10	O=C(CSC1=NCCS1)N1CCc2ccccc21	i	7
11	CCS(=O)(=O)N1CCCC(C(=O)NCCN2CCC(Cc3ccccc3)CC2)C1 (centres undefined)	4%	-1
12	CCOC(=O)CSc1nnc(-c2ccco2)n1-c1ccc(C)cc1	i	12
13	Nc1nnc(SCC(=O)NCc2ccc3c(c2)OCO3)s1	-1%	4
14	CC1Sc2ccc(S(=O)(=O)CCC(=O)NCc3ccc(Cl)cc3)cc2NC1=O (centres undefined)	19%	9
15	CSc1nnc(-c2ccccc2Cl)n1N	?	/
16	COc1cc2[nH]c(=S)nc(NCC3CCCO3)c2cc1OC (centres undefined)	i	-22
17	O=C(CC1Nc2ccccc2NC1=O)NCc1cccnc1 (centres undefined)	10%	-3
18	COC(=O)c1cn(C(=O)c2cc(C)cc(C)c2)c2ccccc12	-6%	-5
19	CCNC(=O)Nc1ccc(OC)cc1OC	?	/
20	CN(C)C(CNC(=O)c1cc(S(=O)(=O)N(C)Cc2ccccc2)ccc1Cl)c1ccco1 (centres undefined)	?	/
21	Oc1ccc(N=Nc2ccc3ccccc3c2)cc1	-12%	-17
22	Cc1cc(Br)ccc1NC(=S)Nc1cccc([N+](=O)[O-])c1	-9%	-9
23	FC(F)(F)c1cccc(NC(=S)N2CCCC2)c1	?	/
24	Cc1ccc(S(=O)(=O)N2CCN(C(=O)CSc3nnc(-c4ccco4)o3)CC2)cc1	?	/
25	Cc1ccc(SCCNC(=S)Nc2ccc(C)cc2C)cc1	-24%	/
26	O=C(CSc1ccccc1C(=O)O)NC1CCCCCC1	0%	10
27	CCNc1nc(NC(C)(C)C)nc(N(C#N)CC)n1	-2%	-4
28	COc1ccc(CC(CC(=O)O)C(=O)Nc2ccccc2)cc1 (centres undefined)	?	/
29	O=S(=O)(c1ccc2oc3ccccc3c2c1)N1CCCC1	13%	9
30	C=CCSc1nc2ccsc2c(=O)n1-c1ccccc1	20%	4

Reformatted with the structure last: part of the list above.
item	Lipid storage S3	Lipid storage S3 cell count max	SMILES
1	i	/	CN(c1ccc(C(=O)NCc2ccc3c(c2)OCO3)cc1)S(C)(=O)=O
28	?	/	COc1ccc(CC(CC(=O)O)C(=O)Nc2ccccc2)cc1 (centres undefined)

Continuation:
cpd	Molecule	Lipid storage S3	Lipid storage S3 cell count max
31	CCOC(=O)c1ccc(Nc2nc(=O)c3cccnc3s2)cc1	14%	-9
32	CC(=O)Nc1cc(C(=O)N2CCc3ccccc3C2)ccc1Sc1ccc(Cl)cc1	16%	8
33	CC(Oc1ccc(-c2ccccc2)c(F)c1)c1ccn(S(=O)(=O)c2ccc(F)cc2)n1 (centres undefined)	-1%	3
34	CC1CCCC(NC(=O)CCNC(=O)c2ccc([N+](=O)[O-])cc2)C1C (centres undefined)	?	/
35	CC1(C)Cc2cccc(Oc3ccc(S(=O)(=O)N4CCCC4)cn3)c2O1	18%	17
36	N#C/C(=C\c1ccc(F)c(Br)c1)C(=O)NC1CC1	i	15
37	Cc1ccc(S(=O)(=O)N2CCOCC2)cc1C(=O)NCc1ccccn1	2%	-3
38	COC(=O)c1c(C(=O)OC)c(-c2cccc(Cl)c2)n2c1CS(=O)(=O)C2	12%	14
39	O=C(OCc1nnc(-c2ccccc2)o1)c1ccc2c(c1)OCO2	?	/
40	Nn1c(SCC(=O)NCC2CCCO2)nnc1-c1cc(Cl)ccc1Cl (centres undefined)	?	/
41	COc1ccc(/C=N/n2cnnc2)cc1COc1ccccn1	i	/
42	Cc1ccccc1NC(=S)N(Cc1cccnc1)Cc1ccco1	?	/
43	N#C/C(=C(/O)COC(=O)c1ccc(C#N)cc1)c1nc2ccccc2s1	?	/
44	O=C(NCc1ccncc1)Nc1ccc(F)cc1	i	/
45	COCCNC(=O)C(c1ccc(C)cc1)N(C(=O)C(=O)NC1CCCC1)c1ccc2c(c1)OCCO2 (centres undefined)	?	/
46	CCOC(=O)N1CCN(Cc2c(NC(=O)c3ccco3)sc(C)c2C)CC1	-1%	11
47	Cc1ccccc1NS(=O)(=O)c1ccc2[nH]cc(C(=O)NCCCN3CCOCC3)c(=O)c2c1	?	/
48	COc1ccc(/C=N/NC(=O)CNc2c(Br)cc(C)cc2Br)c(C(=O)O)c1OC	-10%	13
49	O=C(Nc1c(Cl)ccc2nsnc12)c1ccco1	?	/
50	CC(C)CCNC(=O)C1CCN(c2nc3ccccc3o2)CC1	4%	-24
51	O=C(Nc1cccnc1)c1ccccc1Oc1ccccc1	i	12
52	C#CC(C)OC(=O)C(C)NC(=O)c1ccccc1 (centres undefined)	?	/
53	Cc1ccc2c(c1)CCCN2CC(=O)Nc1cccc(S(=O)(=O)N2CCCC2)c1	10%	-19
54	Cc1ccnc2nc(C(=O)OCC(=O)NCCc3ccc(Cl)cc3)nn12	16%	12
55	COCCNC(=O)c1c(N)n(/N=C/c2cccs2)c2nc3ccccc3nc12	?	/
56	COc1ccccc1NC(=O)CCN1C(=O)c2ccccc2C1=O	7%	21
57	CC(C)N(C(=O)Cn1cc(S(=O)(=O)CC(=O)Nc2ccccc2)c2ccccc21)C(C)C	i	5
58	Cc1ccc(S(=O)(=O)Nc2ccc(N(C)C)cc2)cc1	i	/
59	COc1ccc(O)c(-c2c(-c3ccc(Cl)cc3)n[nH]c2C)c1	?	/
60	Cc1ccc(S(=O)(=O)c2c(COC(=O)c3ccccc3Cl)c(-c3ccccc3)nn2C)cc1	?	/

cpd	Molecule	Lipid storage S3	Lipid storage S3 cell count max
61	Cc1onc(-c2c(Cl)cccc2Cl)c1C(=O)c1c[nH]c(C(=O)NCCCN2CCOCC2)c1	-24%	/
62	COc1ccc(-c2nc3ccc([N+](=O)[O-])cc3[nH]2)cc1	10%	4
63	O=C(NCCCn1ccnc1)C(=O)c1c[nH]c2ccccc12	?	/
64	COc1ccc(Cl)cc1NC(=O)c1cnc2n(c1=O)CCS2	?	/
65	CCCCOc1ccc(C(=O)NCC(=O)NCCOc2ccc(C)cc2)cc1	i	-11
66	CCOc1cc(CN2CCc3c([nH]c4ccccc34)C2)ccc1OC	?	/
67	CCOc1ccc2oc(C(=O)NCc3ccccc3CN3CCCC3)c(C)c2c1	?	/
68	CC(C)(C)SCCNC(=O)/C=C/c1ccccc1	-8%	10
69	CCOC(=O)N1CCN(C(=O)/C(=C\c2cccs2)NC(=O)c2cccs2)CC1	?	/
70	Cc1cccc(Cn2c(N3CCN(C)CC3)nc3c2c(=O)n(C)c(=O)n3C)c1	-8%	10
71	COCc1cc(C)nc(SCC[N+](C)(C)CC(=O)Nc2ccccc2)c1C#N	?	/
72	O=C1NC[C@@H](Cc2cccc3ccccc23)N(CC2(c3ccccc3)CC2)C1=O	5%	3
73	Cc1ccc(-c2cn3cccnc3n2)cc1NC(=O)c1cccs1	6%	5
74	Cc1cc(=O)c(C(=O)OC(C)C(=O)NC(N)=O)nn1-c1ccc(Cl)cc1 (centres undefined)	i	16
75	CCc1ccc(CN2CCC(C(=O)Nc3ccc(-n4nc(C)cc4C)cc3)CC2)o1	?	/
76	CC(C)c1ccc(C2=C(O)c3ccccc3C(=O)C2=O)cc1	?	/
77	COc1ccc(CCN2CC(C(=O)N(C)CC(=O)Nc3ccc(Cl)c(C(F)(F)F)c3)CC2=O)cc1OC (centres undefined)	?	/
78	Clc1ccc2c(c1)c1ccccc1n2CN1CCOCC1	?	/
79	O=C(O)CSc1ccccc1C(=O)O	?	/
80	C=CCNC(=O)CNS(=O)(=O)c1ccc(F)cc1	i	/
81	Cc1ccc(/C(N)=N/OC(=O)CN(C)S(=O)(=O)c2ccc(C)cc2)cc1	6%	4
82	Cc1ccc(C(=O)OCc2cc3ccccc3[nH]c2=O)cc1	?	/
83	O=C(NNc1ncccc1-n1cccc1)c1ccc(Cl)cc1	?	/
84	O=C1Nc2ccccc2C1=Nc1ccc(S(=O)(=O)Nc2nccs2)cc1	?	/
85	O=C(CC1C(=O)NCCN1Cc1ccoc1)NCc1cccc(OC(F)(F)F)c1 (centres undefined)	?	/
86	CCc1nnc(NC(=O)c2n[nH]c(=O)c3ccccc23)s1	-7%	25
87	CCN(Cc1ccccc1)C(=O)c1ccc(CNS(=O)(=O)c2ccc(C)cc2)cc1	-8%	/
88	Cc1cccc(C(=O)N/N=C/c2ccncc2)c1	4%	-1
89	CCC/C(O)=C1\C(=O)CC(C)(C)CC1=Nc1ccccc1O	11%	1
90	Cc1[nH]n(-c2ccc(Br)cc2)c(=O)c1C=Nc1ccc(S(=O)(=O)Nc2nccs2)cc1	0%	4

Compound profiles, as listed above. Values in the order: Lipid storage S3	Lipid storage S3 cell count max
O=C(CC1C(=O)NCCN1Cc1ccoc1)NCc1cccc(OC(F)(F)F)c1 (centres undefined) as listed: ?	/
Cc1onc(-c2c(Cl)cccc2Cl)c1C(=O)c1c[nH]c(C(=O)NCCCN2CCOCC2)c1 as listed: -24%	/

Another view of part of the listing above.
| No. | Lipid storage S3 | Lipid storage S3 cell count max | compound |
| --- | --- | --- | --- |
| 64 | ? | / | COc1ccc(Cl)cc1NC(=O)c1cnc2n(c1=O)CCS2 |
| 65 | i | -11 | CCCCOc1ccc(C(=O)NCC(=O)NCCOc2ccc(C)cc2)cc1 |

(list continues)
Screens in order – Lipid storage S3, Lipid storage S3 cell count max
91	O=C(OCCN1C(=O)c2ccccc2C1=O)Oc1ccccc1
  ?, /
92	Cc1ccc(OCC(=O)NNC(=S)NC(=O)C2CCCCC2)c(C)c1
  ?, /
93	Cc1ccc(NC(=O)CSc2n[nH]c(=O)n2C2CC2)cc1S(=O)(=O)N1CCOCC1
  16%, 0
94	NCCCC[C@H]1CN=C(N)N1CCC12CC3CC(CC(C3)C1)C2
  ?, /
95	Cc1ccc(/C=N/NC(=O)C(C)Oc2cccc3ccccc23)o1 (centres undefined)
  ?, /
96	CCOC(=O)N1CCC(N2Cc3cccc(C(=O)N4CCN(C5CCCCC5)CC4)c3C2=O)CC1
  -7%, -13
97	Cc1n[nH]c(=S)n(/N=C/c2ccccn2)c1=O
  14%, 14
98	COc1ccc(CN(C#N)c2nc(SC)nc(N(C)C)n2)cc1
  5%, -9
99	CC12CCC(C/C1=N\OC(=O)c1c(F)cccc1F)C2(C)C (centres undefined)
  -4%, -5
100	O=S(=O)(c1ccc(Cl)cc1)N1CCN(c2nc(-c3cccs3)nc3ccccc23)CC1
  ?, /
101	CC(=O)c1ccc(N2CCN(S(=O)(=O)c3ccccc3)CC2)c(F)c1
  0%, 0
102	COc1cccc(CNC(=O)Cn2c(=O)n(CCC(=O)N3CCCCC3)c(=O)c3sccc32)c1
  4.1µM*, -6.9*
103	COc1ccc(-c2c(NC(=O)c3ccco3)oc3c(C)cccc3c2=O)cc1
  ?, /
104	Cc1onc(-c2ccccc2)c1C(=O)Nc1ccc(Cl)c(S(=O)(=O)N2CCOCC2)c1
  ?, /
105	CCOc1ccc(C2/C(=C(\O)c3ccc4c(c3)OCCO4)C(=O)C(=O)N2Cc2cccnc2)cc1OCC (centres undefined)
  ?, /
106	COc1ccccc1NC(=O)N1CCC(c2nnc(SCC(N)=O)n2C)CC1
  -15%, -3
107	COc1ccc(N(C(=O)Cn2nnc3ccccc32)C(C(=O)NCc2ccco2)c2ccc(C)o2)cc1 (centres undefined)
  ?, /
108	N#CCSc1nnc(-c2ccc3c(c2)OCO3)o1
  ?, /
109	CSc1nc2ccccc2n1CC(=O)Nc1c(C)n(C)n(-c2ccccc2)c1=O
  ?, /
110	COc1cc(/C=N/NC(=O)C[n+]2ccccc2)cc(OC)c1OC(C)=O
  -14%, -15

Screens in order – Lipid storage S3, Lipid storage S3 cell count max
111	COc1ccc2nc(Nc3nc(CSc4nc5ccccc5[nH]4)cc(=O)[nH]3)nc(C)c2c1
  ?, /
112	O=C(O)CSc1nnc(COc2cccc3cccnc23)n1-c1ccc(Cl)cc1
  ?, /
113	CN(C)C(=O)c1c2c(nc3ccccc13)CCCC2
  i, 2
114	CCN1C(=O)N(c2cccc3ccccc23)C(C)=CC1(C)C
  -20%, -12
115	COc1ccc(-c2[nH]ncc2CN(Cc2nccn2C)C(C)C)c(F)c1
  ?, /
116	COc1ccc(C(=O)NCc2nnc(SC)n2Cc2ccccc2)cc1
  3%, -2
117	Nc1c([N+](=O)[O-])cc(-c2cnc[nH]2)cc1[N+](=O)[O-]
  ?, /
118	Cc1ccc(-c2nnn(CCC(=O)NC(C)(C)C)n2)cc1
  9%, 10
119	N#CCn1c2ccccc2c2nc3ccccc3nc21
  28%, 6
120	O=C(NC1CCCC1)C1CCCN(S(=O)(=O)c2ccc(-n3cnnn3)cc2)C1 (centres undefined)
  0%, 3
121	O=S(=O)(CCSc1ccc(C(F)(F)F)cn1)c1ccc(Cl)cc1
  ?, /

Along the list, from the results shown:
Compounds 111 to 121 in Lipid storage S3 read ?, ?, i, -20%, ?, 3%, ?, 9%, 28%, 0%, ?

Only part of the results is shown; count on the stated rates, not on these rows.
